High-throughput results (PubChem BioAssay)
Phagocyt inh: macrophage phagocytosis inhibition | AID 1029 | J774A.1 macrophage IgG-bead phagocytosis, imaging | inhibition, % at 5 µM | 110,000 compounds, 0.07% hits;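 active = inhibition above the mean of the plate negative controls plus 5 SD, cut at about 13% in these data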;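 note: phagocytic index as fraction of beads internalized from green versus red external bead signal; plate controls were DMSO negative control for no effect and cytochalasin-D positive control for full effect; some results beyond the cut were filed as inactive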
MRP1 act: activates MRP-1 | H69AR cells + doxorubicin, viability rescue, CellTiter-Glo | viability increase, % at 10 µM | 140,000 compounds, 0.61% hits | AID 799;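 active = viability gain under doxorubicin at or above a set limit, the compound median plus 3 SD, cut at about 4.7% in these data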;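 note: MRP-1 overexpressing cells given doxorubicin 25 µM after compound pretreatment; 18-22 h compound pretreatment then 72 h with doxorubicin before readout; 0% = doxorubicin-only wells and 100% = vehicle-treated cells without doxorubicin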
bCat KO growth: beta-catenin-lacking colon tumor cell growth suppression; HCT116 beta-catenin knockout viability, CellTiter-Glo, 60 h; active compounds read low; viability, % at 10 µM; AID 818; 140,000 compounds, 1.5% hits;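 active = viability at or under a set limit, the compound median less 4 SD, cut at about 6% in these data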;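 note: 0% = Hyamine 1622 control at 20 µM and 100% = untreated cell control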
GALR2 blocker: antagonists of human galanin receptor 2 (GALR2); 140,000 compounds, 0.39% hits; inhibition, % at 4 µM; AID 828; GALR2-expressing cells, antagonist mode; O43603; in the data active = inhibition above about 27%;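 note: cells stimulated with galanin 1-16 at roughly its EC80; 0% = agonist challenge control and 100% = basal control without agonist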
Target sequence (O43603 whole entry, looked up): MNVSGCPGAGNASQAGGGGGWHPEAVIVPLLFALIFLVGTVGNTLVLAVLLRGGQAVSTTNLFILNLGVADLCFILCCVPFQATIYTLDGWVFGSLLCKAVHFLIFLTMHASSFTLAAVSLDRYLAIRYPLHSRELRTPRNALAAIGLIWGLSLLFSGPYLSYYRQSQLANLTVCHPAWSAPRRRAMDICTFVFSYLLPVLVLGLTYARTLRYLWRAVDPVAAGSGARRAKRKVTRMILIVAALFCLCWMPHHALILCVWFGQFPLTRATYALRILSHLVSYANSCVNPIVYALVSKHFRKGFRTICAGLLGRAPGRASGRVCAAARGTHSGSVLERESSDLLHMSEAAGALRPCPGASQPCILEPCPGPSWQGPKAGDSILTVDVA
Yeast lifespan up: yeast lifespan extension; 130,000 compounds, 0.68% hits; S. cerevisiae growth with nicotinamide, OD615; deaD strain in restrictive glucose medium; inhibition of the nicotinamide effect, % at 10 µM;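 active = inhibition above a set limit, placed 3 SD over the median of all compounds, cut at about 26% in these data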;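 note: 0% = nicotinamide-treated wells and 100% = cells grown without nicotinamide; some compounds called inactive have numbers as strong as hits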
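Assay system: engineered S. cerevisiae DeaD replicative-lifespan strain, galactose-grown log-phase cells; Buffer or medium: CSMM-D glucose medium, restrictive; Probe or stimulus: nicotinamide 1.5 mM; Compound: single dose 10 µM compound, 0.25% DMSO; Schedule: 4 h preincubation then 48 h treatment at 30 °C; Technique: OD615 measurement.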
HCT116 PTEN-null: PTEN-deleted cell growth suppression; HCT116 PTEN-null viability, CellTiter-Glo, 60 h; active compounds read low; AID 827; 140,000 compounds, 1.2% hits; viability, % at 10 µM;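 active = viability at or below a set limit, 4 SD under the median of all tested compounds, cut at about 3.7% in these data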;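 note: PTEN knockout HCT116 line with beta catenin targeted HCT116 as companion control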
Measles CPE: protection of cells from measles virus. Measles virus-infected cells, CPE protection, absorbance. 140,000 compounds, 1.5% hits. protection (pct of control), % at 4 µM; in the data active = protection mostly above about 24%, no sharp cut-off; inactive = mostly below about 26%; note: some compounds called inactive have numbers as strong as hits
Yeast growth inh: reduces growth of yeast BB579 in restrictive medium; 140,000 compounds, 0.51% hits; S. cerevisiae BB579 growth, OD615, 48 h; inhibition, % at 10 µM;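 active = inhibition above a set limit, 3 SD over the mean compound inhibition, cut at about 44% in these data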; note: inactives centre near -24
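Test system: Saccharomyces cerevisiae DeaD strain BB579, replicative lifespan model yeast | Buffer or medium: Restrictive CSMM-D medium | Doses: One dose, 10 µM compound with 0.25% DMSO | Incubation: 48 h exposure, 30 °C | Detection: Culture absorbance at 615 nm | Control set: Amphotericin B at 10 µg/mL as positive control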
NPY-Y2 antag: NPY-Y2 (human) receptor antagonism; NPY-Y2 expressing cells, antagonist mode; inhibition, % at 2.7 µM; 140,000 compounds, 0.99% hits; in the data active = inhibition above about 17%;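 note: 0% = vehicle with agonist challenge and 100% = reference antagonist with challenge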
Target sequence (P49146 whole entry, looked up): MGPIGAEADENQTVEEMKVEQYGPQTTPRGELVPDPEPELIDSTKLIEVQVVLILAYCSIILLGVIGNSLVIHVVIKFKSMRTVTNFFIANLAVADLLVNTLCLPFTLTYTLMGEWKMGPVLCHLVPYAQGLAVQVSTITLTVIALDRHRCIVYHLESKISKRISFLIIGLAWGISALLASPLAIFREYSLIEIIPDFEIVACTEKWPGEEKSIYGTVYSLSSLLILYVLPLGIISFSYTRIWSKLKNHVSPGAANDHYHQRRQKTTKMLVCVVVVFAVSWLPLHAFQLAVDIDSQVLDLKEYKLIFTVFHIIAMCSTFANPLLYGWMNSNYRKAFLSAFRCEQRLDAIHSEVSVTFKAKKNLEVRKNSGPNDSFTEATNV
E-sel TNF inh: TNF alpha driven E-selectin expression inhibition; AID 1246; 120,000 compounds, 0.71% hits; HUVEC TNFa-induced E-selectin immunofluorescence, high content; inhibition, % at 2 µM;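 active = inhibition above the batch mean plus 3 SD, and confirmed as a hit on visual image review, cut at about 43% in these data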;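 note: 0% = TNF-stimulated DMSO wells and 100% = unstimulated control wells; not every result past the cut was called active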
* marks the source's active call; other numbers are inactive results; x = not tested or not shown.

SMILES	Phagocyt inh	MRP1 act	bCat KO growth	GALR2 blocker	Yeast lifespan up	HCT116 PTEN-null	Measles CPE	Yeast growth inh	NPY-Y2 antag	E-sel TNF inh
Cc1cc(/C=C2\SC(=Nc3ccc(N4CCOCC4)cc3)N(C)C2=O)c(C)n1-c1cccnc1	-1	-1.5	55	-14	0	51	6	-7	-2	x
COc1ccc(NC(=O)C(c2cc3c(cc2[N+](=O)[O-])OCO3)N(C)c2ccccc2)cc1 (centres undefined)	-7	-0.5	86	-6	-5	94	7	-19	0	42
CCC(C#CCN1CCCCC1)(CC)OCCC#N	x	-1.4	86	-2	-6	100	6	-1	1	12
O=C(CSc1ccc(Cl)cc1)Nc1ccc(-c2nc3ccccc3[nH]2)cc1	0	-5.2	80	6	3	51	6	-18	3	x
COC(=O)c1cccc(NC(=O)C2C3CCC(C3)C2C(=O)O)c1 (centres undefined)	4	-2.1	93	-14	-19	88	2	-11	1	-2
Cc1cnc(C(=O)Nc2ccc(F)c(F)c2)cn1	0	-1.2	111	8	-17	103	8	-25	2	-5
CC1CC(C)(C)NC(C)c2ccccc21 (centres undefined)	-5	-2.6	83	-8	-1	102	35	-17	1	-4
C=CCNc1ncnc2c1cnn2-c1ccc(Cl)cc1	0	0.9	110	8	-7	99	9	-26	1	-2
CCOC(=O)C(NC(C)=O)C(OC(C)=O)c1cccc([N+](=O)[O-])c1 (centres undefined)	x	-0.3	105	-2	-8	104	6	-24	0	-15
Cc1cccc(N2CCN(C(=O)CCn3c(=S)[nH]c4cc5c(cc4c3=O)OCO5)CC2C)c1 (centres undefined)	x	1.5	42	-1	-9	50	8	-88	-1	-8
Cn1nccc1C(=O)Nc1ccc(OC(=O)c2ccnn2C)cc1	-1	-0.2	94	10	-13	97	5	-8	-2	-11
CCOC(=O)C1=C(c2ccccc2)OC(N)=C(C#N)C1C1CCCCC1 (centres undefined)	x	-1.3	87	-7	-8	83	3	-17	5	8
CCCN(CC(=O)Nc1ccc(C)cc1Br)CC(=O)Nc1ccc(F)c(F)c1F	-3	-2.9	78	1	2	73	5	-21	4	-9
CCc1ccc(NCc2cc3c(C)nn(-c4ccccc4)c3[nH]c2=O)cc1	-1	-2.0	67	0	25	56	-1	-35	-2	-1
COCCn1c(=O)[nH]c2cc(C(=O)NCCN3CCN(c4cccc(Cl)c4)CC3)ccc2c1=O	x	-2.3	94	6	-4	74	6	-21	1	0
CC(C)c1nnc(NC(=O)Cc2cccs2)s1	x	-2.2	84	-1	-5	103	1	-20	2	17
O=C(CNC(=O)Cc1ccccc1)NCC(=O)OCc1ccccc1	x	0.5	87	16	-11	108	4	-38	0	-59
Cc1nn(CC(C)C)c(=S)[nH]c1=O	1	0.1	96	0	-4	107	18	-53	2	2
CCOC(=O)c1c(C(=O)OCC)c(C)n(N2C(=O)CSC2=S)c1C	0	-2.3	79	10	-35	83	1	-5	5	-20
COc1ccc(CNC(=O)C2CCCN2S(=O)(=O)c2ccccc2)cc1 (centres undefined)	0	-0.1	96	3	-6	113	26	-47	4	1
COc1cccc(S(=O)(=O)Nc2ccc(C(=O)Nc3ccncc3)cc2)c1	-4	-2.3	65	-1	-1	60	31	-36	1	1
S=c1[nH]nc(-c2cccnc2)n1Cc1ccccc1	0	-1.5	105	-8	-16	105	50*	-26	3	-30
N#CCSc1nnc(Nc2ccccc2)s1	-1	-0.6	102	1	-15	100	4	-13	-2	-5
Cc1cc(C)cc(OCC(=O)NC2=NCCS2)c1	0	-1.2	97	8	-5	100	7	-35	-1	-1
CCOC(=O)C1=C(O)/C(=C/c2ccc(OCC(=O)O)c(OC)c2)SC1=Nc1ccc(OCC)cc1	3	-0.6	106	9	1	99	17	-37	3	x
SMILES	Phagocyt inh	MRP1 act	bCat KO growth	GALR2 blocker	Yeast lifespan up	HCT116 PTEN-null	Measles CPE	Yeast growth inh	NPY-Y2 antag	E-sel TNF inh
O=C(Nc1ccccc1)/C(=C/c1cccc(Br)c1)NC(=O)c1ccco1	7	-2.4	77	-1	2	81	7	-13	1	x
CCc1ccc(NC(=S)NC2CC3CCC(C2)N3Cc2ccco2)cc1 (centres undefined)	0	-1.9	96	-3	-12	102	10	-32	2	x
O=C(Cc1ccccc1)Nc1ccc(CN2CCOCC2)cc1	3	-2.0	100	-15	-11	109	22	-4	4	20
COCCn1c(-c2ccc(OC)cc2)nc2oc3cc(OC)ccc3c(=O)c2c1=O	x	-2.4	101	-7	-3	99	10	-37	-2	-10
O=S(=O)(c1cnc[nH]1)N1CCN(c2ccccc2)CC1	0	-1.0	89	0	-7	106	20	26	-1	-2
COc1cccc(C(=O)Nc2cc([N+](=O)[O-])ccc2N2CCN(C)CC2)c1	-2	-4.5	86	-4	0	65	7	3	3	-11
CNC(=O)c1nnn(-c2ccccc2)c1C(=O)NC	x	-0.1	108	7	-3	95	19	-18	2	-25
Cn1nc(-c2ccc(C(=O)N3CCN(Cc4ccccc4)CC3)cc2)c2ccccc2c1=O	0	-0.7	81	5	3	80	9	-76	3	24
CCc1ccc(NS(=O)(=O)c2ccc3[nH]cc(C(=O)N4CCc5ccccc54)c(=O)c3c2)cc1	-7	-1.6	85	0	0	85	11	-23	1	x
Cc1cccc(Nc2nc(N)nc(CN3CCN(c4ccccc4)CC3)n2)c1	0	-1.1	79	2	-14	76	20	0	2	-18
Cn1c(=O)c2c(nc(OCc3cccnc3)n2Cc2ccccc2)n(C)c1=O	-1	1.0	93	-1	-5	96	13	-70	5	-1
Oc1ccccc1CNCCCNCc1ccccc1O	-1	-5.2	43	8	-20	46	3	-8	10	-17
COc1ccc(OC)c(NC(=O)N[C@@H](Cc2ccccc2)C(=O)O)c1	-2	-1.0	90	-5	-9	103	11	-22	0	x
Cc1cc(NC(=O)CCCC(=O)OCC(F)(F)C(F)F)cc(C)c1C(=O)O	x	0.6	99	-2	-8	101	3	-38	3	x
CCc1cccc(CC)c1NC(=O)COC(=O)CCc1cc(OC)c(OC)c(OC)c1	-11	-0.6	88	-2	-2	96	14	-13	4	25
CCSc1ccccc1C(=O)N1CCCC1	0	0.5	110	4	-11	105	5	-14	-1	19
C=CCNC(=O)C1CC(=O)N(c2ccc(OCC(=O)Nc3ccc(C)cc3)cc2)C1 (centres undefined)	x	-0.2	109	-1	-11	x	3	-20	0	x
O=C(CSCc1ccc(F)cc1)Nc1nc2c(s1)CCCC2	-4	-1.4	85	-6	-7	80	9	15	9	39
CC(C)C/C(O)=C/c1nc2cc(Cl)ccc2oc1=O	-4	-4.9	76	4	3	76	9	-13	3	15
O=C(Nc1ccncc1)c1ccccc1F	0	-3.5	86	-1	-16	72	14	-62	0	x
O=C(O)CC1=C(Nc2ccccc2)C(=O)N(c2ccccc2)C1c1ccc(F)cc1 (centres undefined)	-1	-2.8	75	6	-2	82	20	-14	1	13
CCC(=O)Nc1ccc(/C(C)=N\NS(=O)(=O)c2ccc(C)cc2)cc1	x	1.1	97	-10	-8	96	10	-54	6	-6
O=C(CN(Cc1cccs1)C(=O)CNC(=O)c1ccco1)NC1CCCCC1	0	-1.9	94	1	-5	94	2	-1	2	9
Cc1ccc(S(=O)(=O)NC(CC(=O)O)c2ccccc2)cc1 (centres undefined)	-2	-2.8	97	1	0	92	9	-19	8	3
COc1cc(NS(=O)(=O)c2ccc(NC(=O)c3ccco3)cc2)nc(OC)n1	1	-1.0	96	2	-8	103	5	-31	1	-16
SMILES	Phagocyt inh	MRP1 act	bCat KO growth	GALR2 blocker	Yeast lifespan up	HCT116 PTEN-null	Measles CPE	Yeast growth inh	NPY-Y2 antag	E-sel TNF inh
COc1ccc(C(=O)Nc2nc(-c3ccc(OC)cc3)c(-c3ccc([N+](=O)[O-])cc3)s2)cc1	0	-1.3	75	-8	-3	79	6	-30	0	x
Cc1[nH]n(-c2ccccc2)c(=O)c1Sc1ccc(Cl)cc1	-4	1.3	88	11	6	97	8	-24	8	-15
COC(=O)c1ccc(Cl)c(NC(C)=O)c1	x	-1.5	96	7	-14	93	3	-14	3	-26
CCSc1nnc(NC(=O)CSc2nc3c(c(=O)n2CC)SC(C)C3)s1 (centres undefined)	x	-1.4	87	1	-27	80	12	-16	2	-27
Cc1cccc(OCCCSc2nc3ccccc3[nH]2)c1	-2	-2.9	94	-4	-4	83	15	7	7	-14
Cc1c(OCc2ccccc2)c(=O)ccn1Cc1ccccc1	0	-2.3	98	-6	-3	105	8	-37	-2	6
Cc1ccc(C(=O)Nc2ccc3c4c(cccc24)CC3)cc1[N+](=O)[O-]	-10	0.6	93	-4	-3	94	5	-20	4	-10
N#C/C(=C\c1ccc(N2CCOCC2)o1)c1ccccc1	1	-2.1	57	27	-17	65	12	5	3	-43
O=C(Nc1ccc2c(c1)OCCO2)c1cccc2nc3ccccc3nc12	x	-3.0	29	3	-26	15	5	-44	-2	-14
O=C(NCC(c1cccs1)N1CCOCC1)c1cc2ccccc2o1 (centres undefined)	0	-1.7	86	-16	-6	82	21	-27	2	x
CCCCN(CCCC)S(=O)(=O)c1ccc2oc(C(=O)N3CCOCC3)c(C)c2c1	-3	-1.9	70	2	-5	74	7	-5	3	-15
COc1ccc(C(=O)CSc2n[nH]c(-c3ccncc3)n2)cc1[N+](=O)[O-]	-4	-0.8	96	-2	3	102	14	-60	3	x
CCn1c(NCc2ccccn2)nc2c1c(=O)n(C)c(=O)n2C	x	0.2	91	-6	-2	101	34	-7	1	-5
O=C(NC1CCCCC1)N(Cc1ccccc1)Cc1ccco1	0	-1.1	70	-12	1	80	22	-9	12	-21
Cn1c(CSc2nc3ccccc3s2)nc2ccccc21	-1	-2.7	93	-1	-27	87	8	-44	7	26
Nc1nc(N2C(=O)C3CC=CCC3C2=O)nn1-c1ccccc1 (centres undefined)	-1	0.9	101	-7	-7	100	6	-20	6	6
Cc1ccc(Cn2nnc3c(=O)[nH]c(C4CCCN(C(=O)Nc5ccc(F)cc5)C4)nc32)cc1 (centres undefined)	0	-2.6	70	-2	-1	75	16	-23	0	x
COC(=O)C/C=C/[C@@H](C)[C@@H](/C=N/OCC[C@@H]1C=C[C@H](OC(C)=O)[C@@H](COC(C)=O)O1)NS(=O)(=O)c1ccc(C)cc1	x	-1.9	98	3	1	101	4	-17	1	x
CC(C)(C)NC(=O)c1cccc(NC(=O)c2ccco2)c1	x	0.6	102	3	x	92	3	-7	3	10
C/C(=N/NC(=O)c1ccoc1C)c1ccc(NC(=O)c2ccncc2)cc1	9	-2.5	85	-6	-5	85	7	-35	1	5
O=S(=O)(c1ccc(Br)s1)N1CCC(Cc2ccccc2)CC1	1	-1.4	84	-14	-2	92	1	18	4	2
